High-throughput results deposited in PubChem by several laboratories.
SUMO Mot1 rescue = inhibitors of SUMOylation pathway: yeast Mot1-301 growth rescue. AID 2716. growth rescue, % at 18.8 µM. 320,000 compounds, 1% hits. S. cerevisiae Mot1-301 growth rescue, ATP luminescence, 38.5C; percent above DMSO median, 100 means doubled;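 active = every valid replicate shows activation above 250% relative to neutral control wells; inactive = the rest, any valid replicate at or below 250%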;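 also: OY570 slx delta 5 strain wells were the positive control but not used for scaling; some compounds called inactive have numbers as strong as hits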
OPRM1-OPRD1 ag = agonists of human mu-delta opioid receptor heterodimerization | P35372+P41143 | cells, OPRM1-OPRD1 heterodimerization, luminescence | activation, % at 9.3 µM | 340,000 compounds, 0.3% hits | AID 504326; in the data active = activation above about 18%;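 also: 0% = vehicle-treated cells and 100% = reference agonist; values of inactives mirror those of a sister screen read the other way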
Target sequence (P35372 whole entry, looked up): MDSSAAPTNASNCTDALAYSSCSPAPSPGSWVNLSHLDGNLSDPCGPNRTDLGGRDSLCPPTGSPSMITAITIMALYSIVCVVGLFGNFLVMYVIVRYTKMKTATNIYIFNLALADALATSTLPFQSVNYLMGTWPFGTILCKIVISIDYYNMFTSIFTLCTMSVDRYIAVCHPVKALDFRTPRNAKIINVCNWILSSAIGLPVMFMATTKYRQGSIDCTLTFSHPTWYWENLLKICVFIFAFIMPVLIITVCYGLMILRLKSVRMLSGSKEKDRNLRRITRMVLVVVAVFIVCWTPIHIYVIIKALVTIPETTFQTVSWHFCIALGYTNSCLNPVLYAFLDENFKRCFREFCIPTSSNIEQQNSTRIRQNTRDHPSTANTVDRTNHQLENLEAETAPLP
Target sequence (P41143 whole entry, looked up): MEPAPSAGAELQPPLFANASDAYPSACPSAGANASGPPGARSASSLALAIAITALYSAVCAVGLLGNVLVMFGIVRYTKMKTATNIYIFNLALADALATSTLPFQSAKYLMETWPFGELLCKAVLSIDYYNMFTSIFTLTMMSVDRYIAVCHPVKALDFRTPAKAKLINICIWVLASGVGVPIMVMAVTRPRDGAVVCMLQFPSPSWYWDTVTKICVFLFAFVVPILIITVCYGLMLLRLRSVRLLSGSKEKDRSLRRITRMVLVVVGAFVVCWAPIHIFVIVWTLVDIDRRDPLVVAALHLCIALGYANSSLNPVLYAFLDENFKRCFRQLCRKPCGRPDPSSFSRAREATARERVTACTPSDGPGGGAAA
PKA-R1A activ = PKA-R1A complex activation. P00514+P68181. PKA-R1A dissociation, Cy5-IP20 fluorescence polarization; scaled: DMSO 0%, 113 µM cGMP 100%. activation, % at 11.4 µM. 340,000 compounds, 0.083% hits;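 active = percent activation above the mean of all tested compounds plus 3 SD, cut at about 19% in these data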;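 also: higher means more PKAc released from R1A so a rise in polarization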
Arrestin-AP2 inh = human beta-arrestin and AP2 interaction inhibition. FITC-arrestin peptide / GST-AP2 beads, flow cytometry; AP2 beta2 appendage carries R879A mutation. inhibition, % at 10 µM. 340,000 compounds, 0.31% hits;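 active = inhibition above a set limit, near 3 SD of compounds lacking own fluorescence, cut at about 54% in these data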;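 also: plate controls were DMSO wells for no effect and 5 µM unlabelled arrestin peptide for full effect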
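system = GST-tagged AP2 beta2-adaptin appendage (R879A) on 4 µm glutathione beads | reagent = FITC-labelled arrestin peptide probe, 50 nM final | schedule = compound with beads 12 min RT, then probe 1 h RT | signal = HyperCyt-sampled flow cytometry, FL1 channel, ex 488/em 535 nm | read-out = percent response from loss of bead-bound FITC fluorescence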
Ecoli viability = bacterial growth inhibition, counter-screen for AddAB inhibitors; E. coli V3065 growth, OD600 absorbance, 18 h; inhibition, % at 11.9 µM; 330,000 compounds, 0.27% hits; AID 449728;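 active = inhibition above the campaign's mean inhibition across all tested compounds plus 3 SD, cut at about 9.9% in these data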;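 also: uninfected addAB+ strain grown without phage in ampicillin broth; 0% = DMSO wells and 100% = ciprofloxacin 0.95 µg/ml wells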
AddAB inh = less growth of phage-infected E. coli with AddAB; E. coli expressing H. pylori AddAB, absorbance growth; inhibition, % at 11.9 µM; 330,000 compounds, 0.29% hits; in the data active = inhibition above about 12%;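 also: 0% = vehicle wells of infected cells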
OPRM1-OPRD1 inv = mu-delta opioid heterodimer inverse agonism. cell-based MOR-DOR heterodimer luminescence. P35372+P41143. 340,000 compounds, 0.21% hits. inhibition, % at 9.3 µM; in the data active = inhibition above about 22%, passing the limit was not always enough;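 also: 0% = cells with DMSO and 100% = wells without cells with DMSO; values of inactives mirror those of a sister screen read the other way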
DSG3 Ab inh = inhibitors of pemphigus antibody binding to human desmoglein-3. DSG3-coupled beads, scFv-anti-DSG3-GFP binding, flow cytometry; active compounds read low. binding (percent of control), % at 10 µM. 310,000 compounds, 0.48% hits. AID 588358;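 active = binding more than 3 SD below its plate's average and above zero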;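 also: hits lower antibody fragment binding to DSG3; some compounds called inactive have numbers as strong as hits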
phage Ecoli inh = E. coli growth loss with phage present; growth absorbance; inhibition, % at 11.9 µM; 360,000 compounds, 0.26% hits; AID 651602; in the data active = inhibition above about 11%
PfHsp90 set2 = inhibits growth of yeast expressing Plasmodium falciparum Hsp90 | S. cerevisiae expressing PfHsp90, BacTiter-Glo ATP, 48 h; yeast lacking PDR1 and PDR3 efflux regulators | inhibition, % at 9.4 µM | 310,000 compounds, 0.32% hits | AID 504621;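 active = every replicate shows inhibition above about 80%, whatever the replicate mean, limit read from the data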;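 also: 0% = DMSO neutral controls and 100% = 20 µM radicicol positive controls; yeast relying on Plasmodium falciparum Hsp90 in place of its own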
Tat transport = inhibitors of E. coli Tat protein transport | 340,000 compounds, 0.036% hits | inhibition, % at 10 µM | E. coli MC4100 TorA-mCherry Tat export, fluorescence;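 active = mean replicate inhibition at least 50% and at least half of replicates individually reaching 50%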;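 also: exported cargo escapes ClpAP degradation while cytoplasmic cargo is degraded and loses fluorescence; 0% = median of neutral control wells and 100% = median of NaSCN control wells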
Active calls of the source: *; · = not tested or not shown.

mol	SUMO Mot1 rescue	OPRM1-OPRD1 ag	PKA-R1A activ	Arrestin-AP2 inh	Ecoli viability	AddAB inh	OPRM1-OPRD1 inv	DSG3 Ab inh	phage Ecoli inh	PfHsp90 set2	Tat transport
O=C(NCCN1CCCC1)c1ccc2c(=O)n(CCc3ccccc3)c(=O)[nH]c2c1	-1.7	-2.0	5.8	-4.4	-2.3	-0.2	12.4	102.1	0.3	-59.7	-6.5
Cc1ccc(NC(=O)c2sc3ncnc(N4CCN(c5ccccn5)CC4)c3c2C)c(C)c1	-7.2	-2.1	4.6	9.6	1.3	2.7	10.8	108.9	-2.9	-9.1	3.9
CSCCC(NC(=O)COc1ccccc1)C(=O)OCC(=O)c1ccccc1 (centres undefined)	-7.0	-1.1	-8.7	-9.1	2.1	2.8	5.5	100.5	4.5	·	2.1
COc1cccc(S(=O)(=O)N2CCN(c3ccccc3F)CC2)c1	13.4	-2.0	-1.7	2.9	0.2	4.5	10.3	97.8	1.9	-12.9	2.2
C=CCc1ccc(OCC(O)CN2CCN(Cc3ccc(Cl)cc3)CC2)c(OC)c1 (centres undefined)	83.1	7.5	-1.8	14.1	2.1	3.3	-41.7	125.7	2.4	4.5	3.7
O=C(Nc1ccccc1)C1=C[C@@H](c2ccc(Br)cc2)C[C@@H](OCc2ccc(CO)cc2)O1	4.0	1.8	-7.5	46.9	0.0	0.8	-9.7	103.6	3.4	-8.0	-13.5
CCNC(=O)C1CC(=O)N(Cc2ccc3c(c2)OCO3)C(=Nc2ccc(F)cc2)S1 (centres undefined)	780.6*	-0.4	-6.7	-1.3	0.4	1.1	2.1	99.3	2.1	4.9	2.7
FC(F)(F)c1cnc(Nc2ccc(N3CCOCC3)cc2)c(Cl)c1	10.3	28.1*	-0.5	16.9	-1.4	3.0	-171.1	·	1.6	-114.7	5.6
O=C(CCCc1ccccc1)NC12CC3CC(CC(C3)C1)C2	-3.4	4.9	-19.4	-1.2	-1.3	0.7	-25.1	109.3	-0.9	-4.1	10.5
Cn1c(C(=O)O)c(CC(=O)Nc2ccc(F)cc2F)c2ccccc21	4.1	-1.6	6.7	0.0	-0.9	0.6	8.5	98.4	-4.4	36.3	-0.7
NC(=O)C1(c2ccccc2)OC1c1ccccc1 (centres undefined)	-7.0	1.0	2.5	14.0	-2.6	-1.1	-5.2	103.1	0.8	-4.6	1.6
CCOc1ccc(-n2c(SCC(=O)NC)nnc2-c2ccco2)cc1	4.9	-3.1	1.9	14.1	1.5	0.5	14.8	102.5	3.5	-5.8	5.8
Cc1cc(C)n2c(SCC(=O)Nc3ccccc3)nnc2n1	-16.1	-0.2	1.9	38.4	-0.5	3.6	1.1	108.0	2.6	3.8	-4.2
OCCNCCCCOc1cccc(Br)c1	17.2	-0.7	7.0	10.7	5.5	5.4	4.0	89.7	6.2	-15.8	-10.0
Cc1ccc(S(=O)(=O)N2C(=O)CCC2C(N)=O)cc1 (centres undefined)	-4.2	-3.7	9.3	-13.9	·	·	19.2	109.8	2.7	-22.0	-6.2
COc1cc(NS(=O)(=O)c2ccc(N/C=C(\C#N)c3nc4cc(Cl)ccc4o3)cc2)nc(OC)n1	-0.8	0.7	-2.2	-1.5	4.7	3.4	-4.1	128.9	1.4	4.9	-3.1
COc1ccc(Cn2nc(C)n(N(C)c3ncc(C(F)(F)F)cc3Cl)c2=O)cc1	-11.4	-0.9	4.1	18.1	1.8	-0.6	5.0	99.4	1.6	-18.3	0.3
COc1ccc(NC(=O)CN(C)C(=O)c2ccc(N3CCOCC3)c([N+](=O)[O-])c2)cc1	0.4	-1.5	-5.3	-15.3	4.0	0.4	9.9	94.0	-1.6	8.6	-7.7
CCOC(=O)c1sc(NC(=O)Cn2nnc3sc4c(c3c2=O)CCCC4)nc1C	9.8	3.9	1.0	-0.5	-3.2	4.3	-24.2	102.0	-0.1	-7.3	1.0
COc1ccccc1NC(=S)N(Cc1ccc(Cl)cc1)CC1CCC(C(=O)O)CC1 (centres undefined)	·	-2.7	0.7	15.6	2.5	1.0	14.8	102.4	1.0	8.8	-0.5
O=C(O)CN1CCN(Cc2ccc(F)cc2)C1=O	-7.0	-3.2	-1.2	-7.0	1.5	1.4	17.7	95.8	0.2	7.9	-8.9
Cc1cc(C)cc(-n2ccnc2SCC(=O)O)c1	1.8	-2.0	-17.7	21.8	1.1	-0.8	10.6	102.8	0.9	44.2	-2.1
O=C(NCCOc1ccccc1)c1cc(S(=O)(=O)N2CCOCC2)ccc1F	·	-1.8	-8.8	-6.4	-0.3	0.7	9.6	105.3	2.0	-2.8	-5.4
COc1ccc(C(C)(C)C)cc1NC(=O)c1ccccc1-n1cnnn1	2.7	0.1	-3.2	17.1	-0.1	1.5	-0.3	101.5	-1.4	·	-7.2
CCOC(=O)c1ccn(CSc2c(F)c(F)cc(F)c2F)n1	43.1	-0.3	-3.0	-10.9	1.2	0.1	1.2	91.3	1.1	2.7	-5.4
CC1CCCCC1NC(=O)COC(=O)c1ccccc1NC(=O)c1ccco1 (centres undefined)	-7.5	-2.7	-9.5	-2.2	-3.0	-3.4	15.5	102.8	0.5	-38.9	3.1
CC(C)Sc1nc2c(c(=O)[nH]c(=O)n2C)n1CC(O)COc1ccccc1 (centres undefined)	5.9	0.1	0.8	11.5	-0.6	4.4	-0.5	104.5	3.6	-6.5	4.8
O=C(c1ccco1)N1CCN(C(=S)Nc2ccccc2C(F)(F)F)CC1	-9.4	-2.2	-2.4	-1.7	0.8	2.7	11.2	104.9	2.4	0.9	9.3
Cc1ccc(N(CC(=O)N/N=C/c2cccnc2)S(=O)(=O)c2ccccc2)cc1	-15.9	-0.2	3.9	4.7	-0.6	1.8	1.8	109.9	3.6	10.8	7.0
O=C(CSc1nnc(CNc2ccc(F)cc2)n1Cc1ccco1)N1CCCC1	-21.3	1.3	-7.2	7.7	-3.0	-2.5	-7.0	95.5	0.6	19.7	-5.2
CCCCCc1nnc(N)s1	1.9	-2.1	-12.4	26.9	0.0	2.6	11.2	93.2	2.8	2.2	-1.2
COc1ccc(CNC(=O)Cn2c(=O)n(CCC(=O)N3CCCCC3)c(=O)c3sccc32)cc1	-2.7	-3.6	6.0	-11.3	0.1	0.3	18.9	94.1	0.5	11.7	-12.9
CCC(c1nnnn1Cc1ccc2c(c1)OCO2)N1CCN(c2ccc(OC)cc2)CC1 (centres undefined)	44.9	0.1	4.8	0.5	-1.6	-0.4	-0.4	100.5	-1.6	-12.8	3.1
CCN(CC)C(=O)CSc1nc(N)c(C#N)c(-c2cccs2)c1C#N	4.1	-1.1	7.7	4.5	-0.6	2.9	5.1	99.7	1.2	·	-2.0
CCN(Cc1ccccc1)C(=O)Cn1c(=O)oc2ccccc21	6.5	-0.9	-2.6	14.2	0.1	2.0	4.7	98.5	3.7	-10.8	-9.5
OCc1nc2ccccc2n1CC(O)COc1ccccc1 (centres undefined)	15.1	0.8	-9.7	23.0	5.0	0.2	-4.2	95.9	0.5	·	-7.7
COCCNc1nc2c(c(=O)n(C)c(=O)n2C)n1Cc1cccc(C(F)(F)F)c1	-16.6	-0.1	-4.0	4.8	3.4	0.8	0.4	116.7	1.7	-3.2	-1.5
COc1ccc(-c2cc(-c3cccnc3)c(C#N)c(N)n2)cc1	-12.0	-2.7	-14.9	35.3	0.9	-0.1	13.4	106.7	1.9	-6.0	-0.3
CN(Cc1cccc(Cl)c1)C(=O)C1CCN(C(=O)Nc2ccccc2)CC1	-1.8	-2.2	5.6	0.2	1.9	0.0	13.9	97.7	1.1	·	-11.9
O=S(=O)(NC1=NCCCCC1)c1ccc(Cl)cc1	-11.6	0.1	-5.5	50.2	-1.9	2.8	-0.4	120.5	1.4	·	-3.2
CCN1C(=O)c2cccc3c(S(=O)(=O)NCc4ccco4)ccc1c23	-14.0	-1.2	-0.5	3.4	2.9	1.8	6.1	105.3	4.2	-49.3	10.2
c1coc(-c2nc3c([nH]2)CCc2nonc2-3)c1	-19.8	-0.8	-3.5	-5.5	2.9	1.8	4.7	103.5	-0.8	2.5	1.9
CCCCNC(=O)CCC(=O)N1CCN(C(c2ccccc2)c2ccccc2)CC1	-4.1	2.8	2.9	5.9	-1.9	1.5	-13.2	92.5	1.2	11.7	4.8
O=C(COC(=O)C1CC1)Nc1ccc2[nH]c(=O)[nH]c2c1	10.5	-1.2	-7.1	11.3	1.3	-0.7	5.9	99.0	-1.1	13.2	14.6
O=C(Nc1ccccc1C(=O)Nc1ccccc1C(=O)O)c1ccccc1	32.6	-1.4	-3.9	1.1	2.5	0.4	7.5	92.8	-1.2	-5.9	0.1
COc1ccc(/C=C/C(=O)NCCc2ccc(OC)c(OC)c2)cc1	196.2	-3.2	5.5	-4.7	-2.1	0.2	16.8	108.7	3.1	-0.4	3.0
CC(C)NC(=O)CN(C)S(=O)(=O)c1ccc(F)cc1	-13.8	-1.5	-3.6	8.6	2.7	-0.7	8.2	101.1	2.5	0.3	4.9
CC(=O)Nc1c(Cl)cc2c(c1Cl)Cc1cc(C#N)ccc1-2	·	2.3	9.3	-12.7	·	·	-10.2	93.9	0.8	-25.8	26.2
CC(=O)c1c(COC(=O)c2ccccc2)nc2ccccc2[n+]1[O-]	574.2	-2.3	-2.6	3.6	3.5	5.6	11.6	100.3	0.6	-18.9	2.4
Clc1ccc(CNC23CN4CN(CN(C4)C2)C3)c(Cl)c1	12.7	-2.5	2.6	18.3	1.2	4.3	12.2	79.5	0.6	-21.9	9.3

(further entries)
mol	SUMO Mot1 rescue	OPRM1-OPRD1 ag	PKA-R1A activ	Arrestin-AP2 inh	Ecoli viability	AddAB inh	OPRM1-OPRD1 inv	DSG3 Ab inh	phage Ecoli inh	PfHsp90 set2	Tat transport
CN(C)Cc1cc(C(C)(C)c2cc(CN(C)C)c(O)c(CN(C)C)c2)cc(CN(C)C)c1O	-5.2	-3.5	-2.2	8.4	-0.6	2.6	15.0	101.9	2.3	21.5	-7.0
O=C(Nc1cccnc1)c1ccc(Oc2ccccc2)cc1	2.1	-0.1	2.8	5.7	3.0	3.3	0.8	115.4	4.3	27.6	-4.7
O=c1[nH]c(-c2ccc(F)cc2)nc2c1sc(=S)n2-c1ccccc1	966.4*	-3.4	4.9	39.6	0.1	2.3	16.8	95.0	0.9	4.9	-8.8
O=S(=O)(c1ccccc1)N1CCN(c2ccnc3cc(Cl)ccc23)CC1	107.5	·	·	14.6	-0.9	1.2	·	100.6	4.2	10.5	9.0
CCN(CC)S(=O)(=O)c1ccc(C(=O)OCn2c(SC)nnc(C)c2=O)cc1	0.4	-1.0	5.5	-17.8	1.7	0.9	5.2	104.5	3.2	-88.1	-9.9
COc1ccc(NC(=O)c2ccc([N+](=O)[O-])o2)cc1	226.3	6.2	-0.9	14.5	80.0*	58.2*	-31.2	102.5	19.1*	-2.8	-11.7
